PV pol inh – poliovirus RNA polymerase inhibition | actives 0.66% (n = 150,000) | AID 588519 | % elongation, % (compound at 16.7 µg/mL) | P03300 | poliovirus polymerase elongation, fluorescence polarization; hits give low values; in the data active = % elongation below about 90%; note: some results filed as inactive read as strong as hits
Target sequence (P03300 1749-2209 limits assumed): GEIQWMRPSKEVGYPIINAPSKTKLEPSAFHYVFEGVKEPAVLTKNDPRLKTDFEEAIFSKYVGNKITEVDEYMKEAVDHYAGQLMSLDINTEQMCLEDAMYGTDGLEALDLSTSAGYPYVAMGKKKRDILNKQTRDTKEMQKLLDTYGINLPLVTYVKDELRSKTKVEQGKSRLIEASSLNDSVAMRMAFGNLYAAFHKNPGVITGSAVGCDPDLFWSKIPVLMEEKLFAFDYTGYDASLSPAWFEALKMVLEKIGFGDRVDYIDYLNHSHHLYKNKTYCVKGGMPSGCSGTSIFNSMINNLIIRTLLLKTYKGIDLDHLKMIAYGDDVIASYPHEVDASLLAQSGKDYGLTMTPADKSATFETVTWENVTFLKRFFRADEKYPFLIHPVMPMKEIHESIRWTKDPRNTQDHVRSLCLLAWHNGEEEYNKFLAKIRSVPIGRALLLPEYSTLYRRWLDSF
PV pol inh FP z-score – recorded beside PV pol inh, whose call it bears; z-score; measured here: FP z-score; hits read low
Active calls of the source: *; & = joins results of further samples. These rows are one share of the data; count on the stated rates, not on these rows.

SMILES	PV pol inh	PV pol inh FP z-score
CC1(C)COC(c2sccc2C(=O)N(C(=O)NC2CCCCC2)C2CCCCC2)=N1	102	-0.1
Cc1ccc(NC(=O)c2sc3nc(-c4cccs4)ccc3c2N)cc1F	118	1.2
CCOC(=O)c1c(S(=O)(=O)N2CCC(C(=O)Nc3cccc(C)n3)CC2)c(C)n(C)c1C	108	0.4
Cc1ccc(NP(C(C)C)C(C)C)nc1	98	-0.6
O=C(Cc1ccc(-n2cccc2)cc1)N1CCc2ccccc21	99	-0.9
COC(=O)c1[nH]c(CN2C(=O)c3ccccc3S2(=O)=O)c(C(=O)OC)c1C	102	-0.1
CC(=O)Nc1ccc(C#N)c(OC(F)F)c1	103	0
Cc1ccc2c(=O)cc(CSc3ccccc3)[nH]c2c1C	104	-0.4
CCn1cc(C(=O)N2CCN(c3cc(Cl)ccc3C)CC2)c2cc(OC)c(OC)cc2c1=O	107	0.7
S=C=NCC1CCCO1 (stereo unspecified)	101	0.1

In another format: entries from further up.
canonical_smiles | PV pol inh | PV pol inh FP z-score
Cc1ccc2c(=O)cc(CSc3ccccc3)[nH]c2c1C | 104 | -0.4
O=C(Cc1ccc(-n2cccc2)cc1)N1CCc2ccccc21 | 99 | -0.9
CCn1cc(C(=O)N2CCN(c3cc(Cl)ccc3C)CC2)c2cc(OC)c(OC)cc2c1=O | 107 | 0.7
CC1(C)COC(c2sccc2C(=O)N(C(=O)NC2CCCCC2)C2CCCCC2)=N1 | 102 | -0.1

Continued.
SMILES	PV pol inh	PV pol inh FP z-score
COc1ccc(CNC(=O)C2COc3ccccc3O2)cc1 (stereo unspecified)	100	-0.1
CC1CC(=O)Nc2ccccc2N1C(=O)CSc1ccc2c(c1)OCCCO2 (stereo unspecified)	106	0.3
CCn1cc(C(=O)NCCC(C)C)c(=O)c2cc(S(=O)(=O)N(C)C)ccc21	100	-0.4
COc1cccc(CNCC2CCCO2)c1OCC(=O)NC(C)(C)C (stereo unspecified)	99	-0.9
Fc1ccc(-c2ccc(/C=N/n3cnnc3)[nH]2)cc1	103	0.3
COC(=O)Nc1nc2ccc(C(=O)c3cccs3)cc2[nH]1	97&98&99&100	-0.7&0&-0.2&0.1
Cc1nc(NC2CCN(CC(=O)Nc3ccc4c(c3)OCCO4)CC2)[nH]c(=O)c1C	103	0.6
COc1cccc(NS(=O)(=O)c2ccc3[nH]cc(C(=O)NC(C)c4ccccc4)c(=O)c3c2)c1 (stereo unspecified)	101	-2.4
Cc1cc2[nH]c(=O)c(=O)[nH]c2cc1S(=O)(=O)N(C)C1CCCCC1	100	-0.4
CCCOc1ccc(NC(=O)C2CC(=O)N(C(C)C)C2)cc1 (stereo unspecified)	106	0.4
N=C(N)SCc1cn(-c2ccccc2)nc1-c1ccc(Br)cc1	102	0.1
Cc1ccc(NC(=O)CCNS(=O)(=O)c2ccc3c(c2)CCC(=O)N3)cc1	102	0.1
CCOC(=O)N1CCC2(CC1)C(C(=O)c1ccccc1)C2(C#N)C#N (stereo unspecified)	102	0.1
OCCNC(=S)NC12CC3CC(CC(C3)C1)C2	106	0.8
COc1ccc(OC)c(NC(=O)c2cc3cc4ccc(C)cc4nc3s2)c1	114	0.5
COc1ccc(OC)c(-c2cc(C(=O)Nc3ccc(C)c(C)c3)no2)c1	104	0.1
O=C(CSc1nnc(-c2ccc([N+](=O)[O-])cc2)o1)Nc1ccccc1	106	-0.1
Cc1nc(OCC2CN(Cc3ccccc3)CCO2)c2ccccc2n1 (stereo unspecified)	108	1
CCN(Cc1cc(Cl)cc(Cl)c1)C(=O)c1cnc(OC)cc1C(F)(F)F	107	0.6
CCOC(=O)Cn1cc(S(=O)(=O)N2CCC(C)CC2)c(S(=O)(=O)N2CCC(C)CC2)c1	102	0.4

Another view of some results above:
compound | PV pol inh | PV pol inh FP z-score
COc1cccc(NS(=O)(=O)c2ccc3[nH]cc(C(=O)NC(C)c4ccccc4)c(=O)c3c2)c1 (stereo unspecified) | 101 | -2.4
S=C=NCC1CCCO1 (stereo unspecified) | 101 | 0.1
COC(=O)Nc1nc2ccc(C(=O)c3cccs3)cc2[nH]1 | 97&98&99&100 | -0.7&0&-0.2&0.1

Later entries
SMILES	PV pol inh	PV pol inh FP z-score
CCc1ccc(NC(=O)CCn2c(=O)c3cccn3c3cccnc32)cc1	100	-0.8
Clc1nc2ncccc2nc1-c1ccccc1	103	-0.1
COc1ccc(OCC(=O)Nc2c(C(=O)N3CCN(c4ccccc4)CC3)oc3ccccc23)cc1	107	0.2
O=c1c2ccccc2c(C=NCc2cccnc2)c(O)n1-c1ccccc1C(F)(F)F	101	-0.2
NC(=S)n1[nH]c(-c2ccccc2)c(N=Nc2ccccc2O)c1=O	101	0.3
CCCc1nn2c(=O)cc(COC(=O)c3ccc(NC(=O)C(C)Oc4ccccc4)cc3)nc2s1 (stereo unspecified)	98	-1.9
COc1ccc(CCNC(=O)Cc2c(C)c3c(cc(C)c4c(C)coc43)oc2=O)cc1	114	1.4
Cc1nn(-c2ccccc2)nc1C(=O)Oc1c(Cl)cccc1Cl	101	-0.7
CC(C)Oc1ccc(C(=O)Nc2ccc3oc(-c4ccncc4)nc3c2)cc1	101	-0.3
Cc1cc2nc(SCCOC(=O)Nc3ccc(Cl)cc3)nc(C)c2cc1C	106	0.3

By substructure: those above with a furan ring, fused or not
SMILES	PV pol inh	PV pol inh FP z-score
COc1ccc(OCC(=O)Nc2c(C(=O)N3CCN(c4ccccc4)CC3)oc3ccccc23)cc1	107	0.2
COc1ccc(CCNC(=O)Cc2c(C)c3c(cc(C)c4c(C)coc43)oc2=O)cc1	114	1.4

Next part.
SMILES	PV pol inh	PV pol inh FP z-score
O=C(NCc1ccccc1)C(=O)NCC(c1ccco1)S(=O)(=O)c1ccccc1 (stereo unspecified)	108	0.2
CC(C)(C)S(=O)(=O)c1ccc(-c2ccccc2)cc1	102	0
O=S(=O)(Nc1ccc(-c2ccno2)cc1)c1ccc2[nH]c3c(c2c1)CCCC3	102	0
Nc1noc2oc3nc(-c4ccncc4)cc(C(F)(F)F)c3c12	103	1.9
Cc1ccccc1CN1CCN(CC(=O)N(C)C2(C#N)CCCCC2)CC1	97	-0.9
CC(CC(=O)O)(C(=O)O)c1ccccc1 (stereo unspecified)	102	0
N#CC1(c2ccccc2)CCN(S(=O)(=O)c2ccc(OC(F)(F)F)cc2)CC1	102	-0.2
O=C1CN(/N=C/c2ccc(-c3ccc([N+](=O)[O-])cc3)o2)C(=O)N1	100&102	-0.3&0.4
O=C(NCc1ccc2c(c1)OCO2)C1CCN(c2ccc(S(=O)(=O)N3CCCC3)cc2)CC1	104	0.5
NC(=O)C1CCN(C2CCN(C(=O)c3cccn4c(=O)c5ccc(Cl)cc5nc34)CC2)CC1	103	0.4
COC(=O)c1sccc1S(=O)(=O)N1CCN(C2c3ccccc3-c3ccccc32)CC1	97	-1.1
CCc1cc2cc3c(cc2nc1SCCN1CCOCC1)OCO3	102	-0.1
CC(C)C(=O)N1CCN(c2ccccc2)CC1	100	0
CCCN(C(=O)c1cc2c(=O)oc3ccccc3c2s1)c1cccc(Cl)c1	101	-0.4
Cc1cnc(C(=O)OCCCCN2C(=O)c3ccccc3C2=O)cn1	104	0.4
O=C1NC(=S)SC1CNc1ccccc1 (stereo unspecified)	108	1
COc1ccc2c(c1)sc(=NC(=O)CSCC(=O)Nc1nc(-c3ccccc3)cs1)n2C	100	-1
CNc1nc(NC(C)(C)C)nc(OCC(F)(F)F)n1	99	-0.2
COc1ccccc1C(=O)Nc1c(C(=O)N(C)c2ccccc2)sc2nc(C)cc(C)c12	96	-1.4
CCOc1ccc(-c2cc(C(=O)NCC3COc4ccccc4O3)c3ccccc3n2)cc1 (stereo unspecified)	102	0.3
COc1ccc(C2SCCN2S(C)(=O)=O)cc1OC (stereo unspecified)	99	-0.2
COc1ccccc1NC(=O)CCC(=O)N1CC(C)Oc2ccc(C)cc21 (stereo unspecified)	112	1.1
Cc1cc(NC(=O)NC2CCN(Cc3ccccc3)CC2)c(C(F)(F)F)o1	101	-0.2
Cc1ccc(-c2nc(CS(=O)CC(=O)NCc3ccccc3Cl)c(C)o2)cc1 (stereo unspecified)	105	0
CCOC(=O)c1ccc(NC(=O)c2cn(-c3ccccc3)nc2-c2ccc(C)cc2)cc1	108	0.3
CC(OC(=O)c1cccs1)C(=O)N1CCc2ccccc21 (stereo unspecified)	105	0.4
O=C1c2cccc3cccc(c23)C(=O)N1NCCO	107	0.3
CCCn1c(SCc2csc(CC(=O)Nc3ccccc3C)n2)n[nH]c1=O	100	-0.2
CCOC(=O)c1cccc(NS(=O)(=O)c2ccc(-c3cnc(C4CC4)o3)cc2)c1	105	-0.3
Cc1cc(CNC(=O)CSc2nnc3ccccn23)cc(C)c1O	99	-0.5
COCCN1CCN(Cc2ccc(C(=O)NC(C)C)cc2)C(=O)C1=O	110	0.8
N#CC(C#N)=C1CCCN1CC(=O)c1ccccc1	100	0.3
Cn1c(-c2ccccc2)cnc1N	102	0.2
CC(C)(C)c1ccc(-c2nnc(-c3ccc(N4CCOCC4)cc3)o2)cc1	101	0.2
COc1ccc(-c2coc3c2c(C)cc2oc(=O)c(CC(=O)O)c(C)c23)cc1	110	0.7
Cc1oc2ncn3c(C)nnc3c2c1C(=O)NC1CC1	99	-1
O=C1NC(c2ccc(F)cc2)(C(F)(F)F)C(=O)N1Cc1ccco1 (stereo unspecified)	99	-1.3
CC1(C)OC(c2ccccc2)=NC1=O	105	0.2
CCn1ncc(/C=N/O)c1C	103	0.4
Cc1ccc(CNC(=O)C2CCN(S(=O)(=O)c3cccc4nonc34)CC2)cc1	107	0.4
O=C1C2C3C=CC(C3)C2C(=O)N1/N=C/c1ccc(O)c(O)c1 (stereo unspecified)	104	1
Cc1ccc(CNC(=O)CCCCn2c(=O)c3ccccc3n(Cc3ccc(Cl)cc3)c2=O)cc1	105	-0.9
O=C(NCC1CCCO1)c1cnc(N2CCCC2)nc1 (stereo unspecified)	102	0.8
Cc1cc(N2CCN(C)CC2)nc(SC(C(=O)O)c2ccccc2)n1 (stereo unspecified)	104	0.3
FC(F)(F)c1nnc2c3ccccc3c(Cl)nn12	100	-0.4
Cc1c(C(=O)NCCN2CCN(C)CC2)sc2nc3n(c(=O)c12)CCCCC3	103	-0.1
S=c1nc(C2CCCCC2)[nH][nH]1	101	0
COc1ccc(S(=O)(=O)n2nc(C)c(S(=O)(=O)N3CCC(C)CC3)c2C)cc1OC	101	-1.3
CCC(=O)N1CCc2cc(S(=O)(=O)N(C)c3cccc(C)c3)ccc21	115	0.7
CCN(CC)c1ccc(-n2cccc2)cc1	110	1
Next compounds follow.
SMILES	PV pol inh	PV pol inh FP z-score
O=C(NCc1ccco1)C1CC(c2ccccc2O)=NO1 (stereo unspecified)	102	0.2
O=C(CCCn1c(=O)[nH]c2ccc(Br)cc2c1=O)N1CCN(c2cccc(Cl)c2)CC1	105	-0.1
CS(=O)(=O)N1CCCC(C(=O)N2CCc3ccccc3C2)C1 (stereo unspecified)	101	0.1
On1ccccc1=S	97	-0.8
CC(C)c1ccc(NC(=O)Cn2cc(S(=O)(=O)Cc3cccc(Cl)c3)c3ccccc32)cc1	107	0.2
Cc1ccc(CNC(=O)C2CCCN(c3nn4cc(-c5ccc(C)cc5)nc4s3)C2)cc1 (stereo unspecified)	107	0
CCCCCC(=O)N1CC(C)OC(C)C1 (stereo unspecified)	100	-0.1
O=C(c1cnc2c(c1)c(=O)nc1ccccn12)c1ccccc1O	103	-0.1
CCOc1cc(CO)ccc1OCC(=O)N1CCCCC1	107	0.4
CCOCCCNC(=O)c1ccc2c(=O)n(CCc3ccc(OC)c(OC)c3)c(=O)[nH]c2c1	104	-0.6
O=C(Cn1nnc(-c2cccc(Cl)c2)n1)N1N=C(c2cccs2)CC1c1cccs1 (stereo unspecified)	107	0.6
O=C(CN1C(=O)C2CCCCN2c2ccc(C(=O)N3CCCC3)cc21)NCc1cccc(Cl)c1 (stereo unspecified)	103	-1
CCc1ccccc1NC(=O)CSc1nc2ccccc2n1CC(=O)N(C)C	99	-0.9
C=C(C)Cn1c(=O)c2c(nc3n2CCN3c2cc(C)cc(C)c2)n(C)c1=O	107	0.1
CCOc1ccc2nc(N3CCCC(C(=O)NCCc4ccc(SC)cc4)C3)sc2c1 (stereo unspecified)	106	0.1
O=C(CCC(=O)c1ccc(F)cc1)Nc1cccc(Br)c1	104	0.8
Cc1noc(C)c1C(=O)OC(C)C(=O)c1ccc(C(C)(C)C)cc1 (stereo unspecified)	101	-0.4
Cc1ccc(NC(=O)Cn2cc(C(=O)c3cccs3)c3ccccc32)cc1C	102	-0.4
O=C(C1COc2ccccc2O1)N1CCN(c2nc3c(F)cccc3s2)CC1 (stereo unspecified)	105	-0.5
Cc1ccc(NC(=O)CSc2ccc(-c3ccccn3)nn2)cc1F	111	0.7

Compound profiles, as listed above:
COc1ccccc1NC(=O)CCC(=O)N1CC(C)Oc2ccc(C)cc21 (stereo unspecified) is listed as PV pol inh: 112; PV pol inh FP z-score: 1.1
Cn1c(-c2ccccc2)cnc1N is listed as PV pol inh: 102; PV pol inh FP z-score: 0.2

Remaining list, next part.
SMILES	PV pol inh	PV pol inh FP z-score
CCn1c(=O)cc(SCC(=O)NCC2(c3ccccc3)CCCC2)c2ccccc21	103	0.5
CC(C)(C)c1ccc(C(=O)NCCC(=O)N2CCN(c3ncccn3)CC2)cc1	104	0
Cc1cc(=O)oc2c3c(ccc12)O/C(=C\c1ccc(Cl)cc1)C3=O	105	0.2
CC(C)(C)C1=CC(=Nc2ccccc2N)C=C(C(C)(C)C)C1O (stereo unspecified)	100	-0.3
CCC(C)(C#CCN1CCN(C)CC1)OC1CCCCO1 (stereo unspecified)	117	2.3
CCN(CC)CCCNC(=O)c1ccc2nc(N3CCCCC3)sc2c1	104	-1.1
Cc1nc(-c2ccc(F)cc2)sc1CCNC(=O)C(=O)Nc1ccc2c(c1)OCCO2	108	0.3
COCCCN1C(=O)c2ccc(C(=O)OCC(=O)Nc3ccc(N(C)C)cc3)cc2C1=O	104	0.1
CCc1ccccc1NC(=O)Cn1nc(-c2cc(C)ccc2C)c2c(c1=O)CCCC2	105	-0.3

High-throughput results as filed in PubChem.
